Assay outcomes as filed in PubChem BioAssay.
NOD1 inhibition: NOD1 signaling inhibitors, primary screen, cell-based, luminescence, uHTS (AID 1578); inhibition, % at 4 µM; hits with a dose series show EC50 in µM; actives 1% (n = 290,000); NOD1-driven NF-kB luciferase reporter cells, luminescence; higher % means a stronger effect; in the data active = inhibition mostly above about 36%, no sharp cut-off; inactive = mostly below about 34%;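 also: HEK-293T reporter cells stimulated with the NOD1 agonist gamma-tri-DAP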
NTR1 agonist: agonists of NTR1, primary screen, imaging, U2OS cells, beta-arrestin-GFP, high content (AID 493036) | NTR1-U2OS beta-arrestin-GFP spot imaging, agonist mode | activation, % at 20 µM | actives 0.17% (n = 330,000);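 active = activation at or above 40% of the spot to cytoplasm intensity ratio, with at least 20 cells analyzed; inconclusive = wells under 20 cells, flagged as cytotoxic or low count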;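 also: 0% = DMSO without peptide and 100% = 100 nM NTR1 peptide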
Target sequence (P30989 whole entry, looked up): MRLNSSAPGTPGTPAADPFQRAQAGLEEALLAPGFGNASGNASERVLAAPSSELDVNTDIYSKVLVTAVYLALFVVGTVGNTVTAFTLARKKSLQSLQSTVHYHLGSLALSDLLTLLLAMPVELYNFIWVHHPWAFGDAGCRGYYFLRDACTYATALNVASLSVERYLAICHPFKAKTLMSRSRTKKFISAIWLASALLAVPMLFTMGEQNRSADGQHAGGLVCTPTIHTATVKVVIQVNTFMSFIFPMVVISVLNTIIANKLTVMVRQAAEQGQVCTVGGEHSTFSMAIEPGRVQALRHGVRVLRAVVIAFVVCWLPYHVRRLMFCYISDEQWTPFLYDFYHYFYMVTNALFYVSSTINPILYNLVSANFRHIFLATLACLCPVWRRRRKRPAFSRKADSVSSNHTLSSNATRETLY
Myeloid diff 2: induction of myeloid progenitor differentiation, primary screen, cell-based, flow cytometry, MLPCN library; ER-HoxA9 myeloid progenitors, lysozyme-GFP differentiation; calls only at 10 µM; actives 1% (n = 360,000); AID 624256, 2012;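 active = normalized GFP-positive differentiation at or above the plate's own cutoff, the solvent-only control mean plus 3 SD; inconclusive = no clear call, values can overlap the other calls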;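 also: cells exposed to compound for four days before flow analysis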
KOR beta-arrestin-1: KOR antagonists, beta-arrestin recruitment, cell-based, luminescence, uHTS (AID 1778); Kappa-type opioid receptor (Homo sapiens); KOR beta-arrestin recruitment, luminescence, antagonist mode; higher % means a stronger effect; inhibition, % at 10 µM, or IC50 in µM where a hit was titrated; actives 0.091% (n = 290,000); also: strong numbers were not always called active
T cell modulator: modulators of CD8 T cell-vesicle binding, primary screen, mouse 2C CD8+ T cells, flow cytometry | 2C CD8+ T cell-vesicle binding; active compounds read low | calls only at 7 µM | actives 0.068% (n = 330,000);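 active = response, share of CD8 T cells binding vesicles, and their 90th percentile fluorescence all below set limits, cut at about 80% in these data, passing the limit was not always enough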
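Test system: purified 2C TCR transgenic mouse naive CD8+ T cells. Probe or stimulus: QL9-peptide-loaded Drosophila micro-vesicles bearing Ld, ICAM-1 and B7-1. Incubation: binding step 1.5 h, 37 °C, antibody labelling 20 min, ice. Measured by: flow cytometry of vesicle-bound cells.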
GPR55 LPI antagonism: GPR55 antagonists blocking LPI-driven arrestin recruitment, primary screen, imaging, U2OS, beta-arrestin-GFP, LPI agonist (AID 2013) | G-protein coupled receptor 55 (Homo sapiens) | inhibition, % at 10 µM; hits with a dose series show IC50 in µM | actives 0.13% (n = 290,000) | U2OS GPR55 beta-arrestin-GFP translocation imaging, LPI antagonism; higher % means a stronger effect;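 active = spots per cell inhibited over 60%, with over 100 cells counted and total cytoplasm intensity under 500,000; inconclusive = wells with under 100 cells, flagged as likely toxic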;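 also: U2OS cells stably carrying GPR55 and arrestin-GFP stimulated by 5 µM LPI near EC80; imaged beta-arrestin-GFP aggregate spots per cell after agonist stimulation; plate controls were LPI-stimulated DMSO wells for no effect and DMSO wells without LPI for full effect; some results filed as inactive read as strong as hits; confirmed hits need IC50 under 10 µM and bright autofluorescent wells are also inconclusive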
HEK293 NOD2/NF-kB: NOD2 signaling inhibitors, cell-based, luminescence, uHTS, HEK293 (AID 1566); HEK293 NOD2/NF-kB luciferase reporter, luminescence; higher % means a stronger effect; inhibition, % at 4 µM; hits with a dose series show EC50 in µM; actives 0.63% (n = 290,000); also: many of its hits are not listed in these tables
GPR55 activation: GPR55 agonists via beta-arrestin recruitment, primary screen, imaging, U2OS cells, beta-arrestin-GFP redistribution (AID 1961); G-protein coupled receptor 55 (Homo sapiens); U2OS GPR55 beta-arrestin-GFP redistribution imaging; higher % means a stronger effect; activation, % at 10 µM, or EC50 in µM where a hit was titrated; actives 0.048% (n = 290,000);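 active = activation above 40% with more than 50 cells counted in the well; inconclusive = wells holding fewer than 50 cells, flagged as toxic or sparse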;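 also: U2OS osteosarcoma cells stably expressing GPR55 and beta-arrestin-GFP; plate controls were DMSO negative control for no effect and LPI positive control for full effect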
KOR beta-arrestin-2: KOR agonists, beta-arrestin recruitment, primary screen, cell-based, luminescence, uHTS (AID 1777); Kappa-type opioid receptor (Homo sapiens); KOR beta-arrestin recruitment, luminescence; higher % means a stronger effect; one-dose activation, % at 10 µM; EC50 in µM for titrated hits; actives 0.02% (n = 280,000); in the data active = activation above about 50%, passing the limit was not always enough; also: a part of the inactive calls stands beside numbers as strong as those of hits
T cell modulator vesicle-bound %: recorded beside T cell modulator, whose call it bears; double positive events, %; measured here: CD8+ vesicle-bound cell fraction;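 binding gate set so that unloaded-vesicle control wells show 10% double positive cells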
NTR1 agonist cell count 20 µM: also measured in NTR1 agonist; calls as there; cell count; measured here: cell count, cytotoxicity flag
Myeloid diff 2 GFP+ MAC1+ %: second read-out of Myeloid diff 2, no call of its own (marks repeat the call); GFP+ MAC1+ double positive, %; measured here: differentiation confirmed by MAC1 staining
* marks the source's active call; other numbers are inactive results; i = inactive; ? = inconclusive; · = not tested or not shown; [ ] = another dose, or the depositor's remark. Rule as the data show it, unless noted: active = inhibition above about 50%; inactive = the rest.

SMILES	NOD1 inhibition	NTR1 agonist	NTR1 agonist cell count 20 µM	Myeloid diff 2	Myeloid diff 2 GFP+ MAC1+ %	KOR beta-arrestin-1	T cell modulator	T cell modulator vesicle-bound %	GPR55 LPI antagonism	HEK293 NOD2/NF-kB	GPR55 activation	KOR beta-arrestin-2
CCN(CC(=O)NC(C)(C)C)C(=O)CCl	4%	0.1	42	i	0.8	-15%	i	60	8%	11%	0.1%	0.7%
Clc1ccc(-n2cc(-c3ccc(Br)cc3)[n+]3c2CCCCC3)cc1	-8%	-0.8	47	i	1.2	-3%	i	54	-1%	4%	0.6%	2.2%
S=C(NCC1CCCO1)Nc1cccc(Cl)c1 (configuration not stated)	-10%	-0.1	60	i	1.4	-52%[20 µM]	i	24	11%	-4%	0.1%	4.8%
CCCCn1nc(NC(=O)c2cccs2)c2cc3cc(OC)ccc3nc21	-9%	24	69	i	0.6	-6%	i	40	10%	0%	1.0%	3.8%
CC(C)(O)C(=O)NNC(=S)NCc1ccco1	-34%	-1.0	33	i	0.1	2%	i	31	-2%	7%	-0.2%	-2.7%
CC(Oc1ccc2ccc(=O)oc2c1)C(=O)NCCN1CCOCC1 (configuration not stated)	-33%	0.2	61	i	1.1	-14%	i	35	19%	2%	0.3%	1.2%
CC1CN(Cc2c(O)ccc3c(=O)c(-c4ccccc4)coc23)CC(C)O1 (configuration not stated)	-13%	-0.5	38	i	0.0	-17%[20 µM]	i	21	12%	8%	0.2%	·
COc1ccc(NS(=O)(=O)c2ccc(Oc3cccc(C(=O)O)c3)cc2)cc1	-24%	0.7	59	i	0.4	-10%	i	11	0%	21%	-0.1%	-2.1%
Cc1ccc(-c2cnc(NC(=O)CCC(=O)N(C)Cc3ccccc3)n2C)cc1	-4%	0.0	89	i	1.2	-4%	i	20	9%	4%	0.0%	-0.8%
COc1cccc(NC(=O)Nc2ccccc2SC)c1	-28%	-2.4	65	i	0.3	-15%[20 µM]	i	55	5%	-9%	-0.1%	-3.3%
CC(C)C[C@H](N)c1nnc(S(=O)(=O)Cc2cccc(F)c2)o1	10%	2.7	49	i	1.1	1%	·	·	-7%	13%	-0.2%	8.3%
O=C(Nc1cc(C(F)(F)F)ccc1N1CCCCC1)c1ccco1	·	3.9	62	i	0.9	26%	i	49	10%	5%	-0.1%	-0.5%
COc1ccc(C2/C(=C(/O)c3ccc(C)cc3)C(=O)C(=O)N2CC2CCCO2)cc1OC (configuration not stated)	-41%	0.5	81	i	0.3	-20%[20 µM]	i	65	-9%	5%	-0.1%	·
O=C(CCNS(=O)(=O)c1cccc2nsnc12)Nc1ccc2c(c1)OCCO2	-4%	3.5	85	i	0.6	-6%	i	51	43%	1%	0.3%	-0.7%
O=S(=O)(NCc1ccc(Cl)cc1)c1cnc[nH]1	-1%	-2.6	53	i	0.4	-2%	i	33	5%	7%	-0.1%	-2.5%
O=C(C1CCCN(c2ncnc3c2nc2n3CCCCC2)C1)N1CCN(c2ccccc2F)CC1 (configuration not stated)	15%	7.1	77	?	·	-32%	i	15	-46%	35%	-0.2%	0.9%
Cc1ccc(Sc2cc(C)nc(-c3ccccn3)n2)cc1	-8%	3.1	47	i	0.6	22%	i	37	12%	-18%	0.1%	-1.4%
CC(C)CCC(=O)N1CCC(N2CCC(C(=O)NCc3ccccn3)CC2)CC1	-16%	0.0	66	i	1.0	-27%	i	22	4%	-1%	0.3%	-3.4%
COc1cc(OC)c(-c2noc(C(=O)OC(C)(C)C)c2C(=O)OC(C)(C)C)c(OC)c1	-7%	6.6	70	i	0.7	12%	i	30	20%	-6%	-0.2%	1.4%
COc1cc(/C=C/C(=O)C2C(=O)C=C(C)OC2=O)cc(OC)c1O (configuration not stated)	1%	0.2	44	i	0.2	4%	i	26	-10%	12%	-0.2%	-4.2%
O=C(CCc1ccncc1)NC1CCCc2c1cnn2-c1cc(F)cc(F)c1 (configuration not stated)	25%	1.4	53	i	4.9	-37%	i	2	-6%	23%	0.0%	3.7%
COc1cccc(/C=N/n2c(COc3ccccc3)n[nH]c2=S)c1	-5%	-1.6	60	i	1.0	14%	i	8	13%	5%	0.2%	-1.2%
CCCCOC(=O)c1ccc(S(N)(=O)=O)o1	-13%	-1.0	62	i	0.5	28%	i	75	5%	12%	-0.2%	2.4%
CCCNC(=O)c1ccc2c(=O)n3c(-c4ccc(C)cc4)csc3nc2c1	6%	-0.4	87	i	0.9	6%	i	20	9%	23%	-0.1%	-5.7%
COC/C=C/C1=CC2=CC(=O)C(C)(OC(=O)CCC(=O)OC)C(=O)C2=CO1 (configuration not stated)	-1%	-2.2	66	·	·	26%	i	30	-2%	20%	0.4%	1.3%

(list continues)
SMILES	NOD1 inhibition	NTR1 agonist	NTR1 agonist cell count 20 µM	Myeloid diff 2	Myeloid diff 2 GFP+ MAC1+ %	KOR beta-arrestin-1	T cell modulator	T cell modulator vesicle-bound %	GPR55 LPI antagonism	HEK293 NOD2/NF-kB	GPR55 activation	KOR beta-arrestin-2
NC(Cc1c[nH]c2ccccc12)C(=O)NCc1ccccc1 (configuration not stated)	2%	0.4	60	i	0.4	-10%	i	59	-16%	-2%	0.3%	-2.5%
Cc1cc(C)cc(N2CC(C)Cn3c2nc2c3c(=O)[nH]c(=O)n2C)c1 (configuration not stated)	-4%	-0.6	86	i	0.0	-5%	i	26	0%	15%	-0.1%	-3.6%
CCC(=O)Nc1ccccc1-c1nnn(CC(=O)N2c3ccccc3CC2C)n1 (configuration not stated)	-9%	0.5	61	i	2.7	-63%	i	40	5%	-1%	-0.1%	4.5%
Cc1ccc(C(=O)N/N=C/c2nc3ccccc3n2C)cc1	3%	5.6	53	i	1.3	-10%	i	31	4%	6%	-0.1%	-0.8%
O=C1OC(Oc2ccccc2)(c2ccccc2)c2ccccc21 (configuration not stated)	8%	2.9	95	i	1.3	25%	·	·	24%	26%	-0.1%	0.3%
COc1cc(-c2nnc(SCC(=O)NC3CCS(=O)(=O)C3)o2)cc(OC)c1OC (configuration not stated)	-22%	0.2	62	i	0.3	9%	i	59	12%	6%	-0.1%	-1.5%
CCOP(=O)(OCC)c1nc(Cc2ccccc2)oc1NCc1ccccc1	-10%	-1.7	51	i	0.4	20%	i	18	14%	7%	-0.1%	3.2%
Cc1ccc(C(C)C)cc1NC(=O)Nc1ccc([N+](=O)[O-])cc1	-3%	34	92	i	0.4	14%	i	54	4%	-8%	0.3%	2.4%
COc1ccc(CCNC(=O)CNS(=O)(=O)c2ccc(N(C)C)c([N+](=O)[O-])c2)cc1OC	8%	0.9	42	i	0.7	10%	i	52	6%	10%	0.0%	1.6%
Cn1nnnc1SCc1nnc(-c2ccccc2Br)o1	·	0.5	48	i	1.8	7%	i	35	-15%	-1%	-0.3%	-2.2%
COCCN(Cc1cccs1)S(=O)(=O)c1csc(C(N)=O)c1	-20%	-0.6	75	i	1.3	20%	i	44	8%	1%	-0.1%	-2.8%
Cc1cc(C)n(-c2nc3ccccc3n3cnnc23)n1	13%	-1.2	71	i	2.2	8%	i	38	10%	4%	-0.2%	2.6%
CC(C)c1ccc(/C=N/NC(=O)CCNC(=O)c2ccccc2)cc1	-53%	-1.2	44	i	0.3	-48%	i	13	14%	-15%	0.7%	-3.2%
O=C(Oc1ccc(=O)n(-c2ccccc2)n1)c1ccccc1	11%	1.2	45	i	0.9	-7%	i	21	-15%	7%	0.3%	-1.0%
O=C(/C=C/c1cc([N+](=O)[O-])ccc1OC(F)F)Nc1cccc([N+](=O)[O-])c1	0%	3.9	72	i	1.1	5%	i	26	4%	0%	0.0%	-1.1%
O=C(O)c1ccccc1OCc1ccccc1Cl	4%	3.6	58	i	0.1	42%	i	38	2%	-7%	-0.1%	-0.7%
O=C(CNC1CCN(Cc2ccccc2)CC1)Nc1ccc(S(=O)(=O)N2CCCCC2)cc1	1%	2.8	56	i	0.5	8%	i	9	12%	12%	0.3%	3.0%
CCOC(=O)N1CCN(Cc2cc(=O)oc3cc4c(cc23)CCC4)CC1	-9%	2.2	47	i	0.8	-20%	i	27	0%	0%	-0.2%	-3.2%
O=C(C[n+]1ccc(-c2nnc3n2CCC3)cc1)c1ccc(Cl)c(Cl)c1	-38%	-2.4	69	i	0.1	-37%	i	53	10%	-2%	-0.1%	-3.6%
Cc1cc(C(=O)N2CCN(c3ncccn3)CC2)nn1C	-5%	0.8	47	i	0.8	-13%	i	12	9%	26%	0.2%	3.3%
CC1Cc2ccccc2N1Cc1cc(=O)n2ccsc2n1 (configuration not stated)	-28%	-3.5	76	i	2.3	26%	i	44	-14%	12%	0.2%	-1.0%
Cc1ccc2c(c1)sc(-c1ccc(N(C)C)cc1)[n+]2C	30%	2.7	103	·	·	-30%	i	17	-1%	51%*	-0.1%	-4.1%
CN(c1ccccc1C(=O)Nc1cccc(C(F)(F)F)c1)S(C)(=O)=O	-17%	0.2	44	i	0.7	-8%	i	43	-5%	0%	0.3%	-0.3%
COc1cccc(-c2noc(CCCC(=O)N3CCOCC3)n2)c1	-22%	0.0	61	i	0.2	5%	i	57	2%	-21%	0.4%	-5.7%
CC(=O)N1CCN(C(=O)CNC(=O)c2ccc(Br)o2)CC1	-24%	-0.2	53	·	·	18%	i	70	1%	-5%	-0.1%	5.2%
Cc1nc(-c2nc(-c3c(C(=O)NNC(=O)Nc4cccc(Cl)c4)noc3C)cs2)cs1	-8%	1.0	63	i	0.0	20%	i	54	3%	11%	-0.3%	-0.4%

Structural class: those above with a CF3 group (2)
SMILES	NOD1 inhibition	NTR1 agonist	NTR1 agonist cell count 20 µM	Myeloid diff 2	Myeloid diff 2 GFP+ MAC1+ %	KOR beta-arrestin-1	T cell modulator	T cell modulator vesicle-bound %	GPR55 LPI antagonism	HEK293 NOD2/NF-kB	GPR55 activation	KOR beta-arrestin-2
O=C(Nc1cc(C(F)(F)F)ccc1N1CCCCC1)c1ccco1	·	3.9	62	i	0.9	26%	i	49	10%	5%	-0.1%	-0.5%
CN(c1ccccc1C(=O)Nc1cccc(C(F)(F)F)c1)S(C)(=O)=O	-17%	0.2	44	i	0.7	-8%	i	43	-5%	0%	0.3%	-0.3%

This is a subset. The share of hits here may be higher or lower than overall.
